Screening data from PubChem.
HTT ATP protect: cytoprotection in Huntington HTT-Q103 PC12 cell model; PC12 HTT-Q103 induced, cytoprotection, ATP luminescence, 40 h; Potency, µM (top dose mostly 56.4 µM), without a hit: cytoprotection (ATP increase), usual class: activators; hit rate 0.14% among 230,000; AID 1471;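 note: % of control where 0% means no effect; nearly all actives have a fitted effect of over 45% in size; toxic huntingtin expression switched on by the ecdysone agonist tebufenozide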
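ATP quantification (ATPlite) reports survival of PC12 cells in which tebufenozide, 100 nM final, switches on Htt exon 1 with 103 glutamines linked to GFP; compounds are titrated.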
GAA glycogen: inhibitors or activators of human alpha-glucosidase glycogen cleavage; P10253; recombinant GAA, glycogen substrate, Amplex Red glucose oxidase fluorescence; Potency, µM (highest dose often 76.4 µM), for the others: at the highest dose activity change, negative = inhibition, hits mostly inhibitors; hit rate 0.38% among 300,000;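 note: 0% = full enzyme reaction and -100% = no-enzyme basal signal; the screen sought inhibitors and activators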
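Recombinant human alpha-glucosidase (4 nM final) hydrolysed bovine liver glycogen (30 ug) for 40 min at 37 C in pH 5.0 citrate/phosphate with 0.01% Tween-20. Released glucose detected by glucose oxidase/Amplex Red, Ex 573/Em 610 nm. Compounds up to 77 uM; AC50 from Hill fits.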
aGlu spleen mod: inhibitors or activators of human alpha-glucosidase in spleen homogenate; P10253; human spleen homogenate, 4-MU-alpha-glucoside fluorescence; Potency, µM (highest dose often 79.9 µM), for inactives: at the highest dose activity change, negative = inhibition, usual class: inhibitors; hit rate 0.006% among 240,000; AID 2112;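 note: 0% = enzyme with vehicle and -100% = no enzyme basal signal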
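Human spleen homogenate (1 ug) with 4-methylumbelliferyl-alpha-D-glucopyranoside (1 mM final) in 50 mM citrate/phosphate pH 5.0, 0.01% Tween-20; 40 min at 37 C. Stopped at pH 10; 4-MU fluorescence Ex 365/Em 440 nm; AC50 by Hill fit.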
HttQ103 aggreg: mutant huntingtin aggregation inhibition; PC12 HttQ103-GFP aggregates, Acumen cytometry, 40 h; AID 1688; Potency, µM (highest dose often 46.1 µM), for the others: at the highest dose activity change, negative = inhibition, usual class: inhibitors; hit rate 1.1% among 220,000; note: % is set by controls: 0 for no effect and ±100 for the full control effect; nearly all actives have a fitted effect of over 60% in size
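Compounds (qHTS titration) were added to PC12 cells expressing an ecdysone-driven HTT exon 1 Q103–GFP fusion after induction with 100 nM tebufenozide. Aggregate formation was measured as GFP objects in cell lysates.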
GAA inh: blocks human lysosomal alpha-glucosidase. Potency, µM (titrated, usually from 76.9 µM), inactives show at the highest dose activity change, negative = inhibition, hits mostly inhibitors. purified human GAA, 4-MU-alpha-glucoside fluorescence. AID 1466. hit rate 0.005% among 200,000. P10253;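 note: plate controls were uninhibited enzyme wells for no effect and no-enzyme background for full effect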
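Read-out is 4-methylumbelliferone fluorescence (Ex 365/Em 440 nm) after NaOH/glycine stop at pH 10. Enzyme 4 nM, substrate 400 uM, pH 5.0 citrate buffer, 20 min room temperature; AC50 from Hill-equation concentration-response.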
IMPase Li cell: membrane-permeable IMPase blocker, potentiated with lithium; Potency, µM (top dose mostly 59.4 µM), for inactives: at the highest dose activity, negative = IMPase inhibition, hits mostly inhibitors; AID 1457; CHO-M1 cells, IP1 TR-FRET (IP-One), carbachol + lithium; hit rate 0.35% among 210,000;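 note: IP1 builds up when IMPase is blocked and the TR-FRET signal falls; plate controls were basal vehicle for no effect and high inhibitor control for full effect; nearly all actives have a fitted effect of over 50% in size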
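CHO-M1, 2000 cells/well, 16–30 h culture; cpd + low Li+, 30 min 37C; lysis with d2-IP1/Eu-anti-IP1 Ab, 10 min RT; TR-FRET 665/620 ratio and 620 channel; AC50 via Hill.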
GoLoco inh red: inhibitors of human Gai1-RGS12 GoLoco interaction (red fluorophore) | P63096 | Gai1:RGS12 GoLoco peptide FP, rhodamine, 10 min | Potency, µM (titrated, usually from 61.6 µM), without a hit: top-dose activity, negative = inhibition, hits mostly inhibitors | hit rate 0.44% among 230,000 | AID 880; active = well fitted inhibition curve with a large enough effect, not every such curve was filed as active; inactive = no such curve, though single readings can be large or run the other way; note: % is set by controls: 0 for no effect and ±100 for the full control effect; nearly all actives have a fitted effect of over 30% in size; many of its hits are not listed in these tables
Target sequence (P63096 whole entry, looked up): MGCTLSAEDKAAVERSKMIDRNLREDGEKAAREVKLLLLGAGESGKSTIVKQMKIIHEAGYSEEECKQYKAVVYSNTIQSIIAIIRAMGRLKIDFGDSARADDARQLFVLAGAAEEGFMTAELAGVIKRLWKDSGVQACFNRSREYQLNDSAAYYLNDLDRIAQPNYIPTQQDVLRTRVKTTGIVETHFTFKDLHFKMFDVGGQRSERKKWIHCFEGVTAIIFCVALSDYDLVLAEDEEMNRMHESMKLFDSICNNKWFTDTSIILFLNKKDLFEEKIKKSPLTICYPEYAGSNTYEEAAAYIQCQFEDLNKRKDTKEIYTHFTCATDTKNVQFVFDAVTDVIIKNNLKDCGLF
* marks the source's active call; other numbers are inactive results; ? = inconclusive; / = not tested or not shown; & = joins results of further samples; [ ] = another dose, or the depositor's remark. Unless noted, calls come from the whole dose curve; as a rule, active = well fitted curve in the direction sought with a large enough effect; inconclusive = small, poorly fitted or top-dose-only effect, or another doubt; inactive = no such curve, though single readings can be large; an effect the other way counts as inactive or inconclusive. Potency is the fitted concentration of half-maximal effect. Only part of the results is shown. The share of hits here may be higher or lower than overall.

[1] CC(C)N(C(=O)COC(=O)[C@H](C)NC(=O)c1ccco1)c1ccccc1
[2] CCOC(=O)C(C)Oc1ccccc1C1NC(=O)NC(C)=C1C(=O)Nc1ccc(C)c(C)c1 (centres undefined)
[3] CCN(CC)CCN1C(=O)C(O)=C(C(=O)c2ccco2)C1c1ccccn1 (centres undefined)
[4] Cc1ccc(CN2CCN(CC3CC4C=CC3C4)CC2)cc1 (centres undefined)
[5] Cc1ccc(NC(=O)N2CCOCC2)c(C)c1
[6] OCc1ccccc1
entry no.	1	2	3	4	5	6
HTT ATP protect	7%[10 µM]	-13%	9%[10 µM]	-8%	-7%	?
GAA glycogen	6%	3%	10%	-3%	1%	/
aGlu spleen mod	-5%	0%	-4%	0%	-4%	-2%
HttQ103 aggreg	14%	-1%	16%	3.2µM*	9%	5%
GAA inh	2%	-1%	1%	-3%	-4%	/
IMPase Li cell	4%	30%[38.3 µM]	8%[38.3 µM]	12%[38.3 µM]	12%[38.3 µM]	15%
GoLoco inh red	-2%	6%	12%	7%	2%	-7%

Record cards, from the list above. Order of values: HTT ATP protect, GAA glycogen, aGlu spleen mod, HttQ103 aggreg, GAA inh, IMPase Li cell, GoLoco inh red
Listed for `CCN(CC)CCN1C(=O)C(O)=C(C(=O)c2ccco2)C1c1ccccn1` (centres undefined) → 9%[10 µM], 10%, -4%, 16%, 1%, 8%[38.3 µM], 12%
Listed for `Cc1ccc(CN2CCN(CC3CC4C=CC3C4)CC2)cc1` (centres undefined) → -8%, -3%, 0%, 3.2µM*, -3%, 12%[38.3 µM], 7%
Listed for `OCc1ccccc1` → ?, /, -2%, 5%, /, 15%, -7%

New compounds follow:
[7] S=c1[nH]nc(-c2cccc(Cl)c2)n1Cc1ccccc1
[8] S=c1[nH]nc(-c2ccc(Cl)cc2)n1/N=C/c1cccs1
[9] CCOc1cccc(-c2nnc(SCC(=O)Nc3cc(C)ccc3OC)n2N)c1
[10] CCn1ncc(C2=NOC(C(=O)N3CCC(C(N)=O)CC3)C2)c1C (centres undefined)
[11] CC(=O)n1nc(-c2ccco2)nc1SCc1ccccc1
[12] Cc1cc(C)cc(NC(=O)c2ccc(Cn3nc(C)c(Cl)c3C)o2)c1
entry no.	7	8	9	10	11	12
HTT ATP protect	16%[10 µM]	-10%[10 µM]	-11%	2%	-2%[10 µM]	9%[10 µM]
GAA glycogen	?	1%	4%	9%	-5%	-3%
aGlu spleen mod	5%	-3%	6%	1%	3%	3%
HttQ103 aggreg	?	7%[9.22 µM]	-10%	2%	1%	-28%
GAA inh	1%	/	2%	-11%	5%	-12%
IMPase Li cell	-5%	/	-25%[38.3 µM]	-4%[38.3 µM]	1%	7%
GoLoco inh red	0%	2%	18%	5%	1%	-5%

[13] CCc1nnc2c3cnn(-c4ccccc4)c3ncn12
[14] CC(C)C(NC(=O)C1CCCCC1)C(=O)Nc1ccncc1 (centres undefined)
[15] Cc1ccc(-c2nnc(SCC(=O)N3CCOCC3)nc2-c2ccc(C)cc2)cc1
[16] O=C(COC(=O)Cc1ccsc1)NCc1ccccc1
[17] O=C(c1ccc2c(c1)OCO2)N(c1ccccc1)C1C=CS(=O)(=O)C1 (centres undefined)
[18] O=C(NC1CCCC1)c1cnc2n(c1=O)CCS2
entry no.	13	14	15	16	17	18
HTT ATP protect	-12%[0.074 µM]	-9%	-35%	18%[1.9 µM]	-8%	-16%
GAA glycogen	5%	0%	-3%	8%	-4%	-6%
aGlu spleen mod	1%	-6%	-4%	-4%	-7%	3%
HttQ103 aggreg	-7%	-24%	-2%	30%	2%	0%
GAA inh	0%	3%	-11%	-1%	-6%	-1%
IMPase Li cell	24%[38.3 µM]	3%[38.3 µM]	-3%[38.3 µM]	4%	4%[38.3 µM]	20%[38.3 µM]
GoLoco inh red	-16%	-2%	13%	-5%	9%	-8%

[19] COC(=O)c1cc(C(=O)Nc2nnc(CC(C)C)s2)cc([N+](=O)[O-])c1
[20] Cn1c(=O)c2[nH]c(N3CCN(c4ccccn4)CC3)nc2n(C)c1=O
[21] COCc1nnc(NC(=O)c2ccc(S(=O)(=O)N(CC(C)C)CC(C)C)cc2)o1
[22] CCCCC(=O)N1CCCC(C(=O)OCC)C1 (centres undefined)
[23] CCOCC(=O)Nc1ccc(F)c(F)c1
[24] Cc1ccc(-c2csc(N(CCCN(C)C)C(=O)c3ccco3)n2)cc1
entry no.	19	20	21	22	23	24
HTT ATP protect	15%[10 µM]	8%[10 µM]	-111%[inhibitor]	3%	-9%	0%[10 µM]
GAA glycogen	-4%	5%	1%	7%	3%	15%
aGlu spleen mod	3%	2%	/	-2%	-5%	-1%
HttQ103 aggreg	17%	1%[9.22 µM]	?	5%	16%	0%[9.22 µM]
GAA inh	7%	?	-2%	-7%	4%	1%
IMPase Li cell	2%	-13%	2%	3%[38.3 µM]	-17%[38.3 µM]	0%
GoLoco inh red	-1%	-13%	-5%	0%	-8%	3%

[25] O=C(c1cc2n(n1)C(C(F)(F)F)CC(c1ccco1)N2)N1CCc2ccccc2C1 (centres undefined)
[26] CN1CCNC(=O)C1CC(=O)O (centres undefined)
[27] COc1cc2[nH]c(=S)n(C3CCN(Cc4ccccc4)CC3)c(=O)c2cc1OC
[28] Nc1nc(SCC(=O)c2cc3ccccc3o2)n[nH]1
[29] COc1ccc(C(=O)C2CCCN(C(=O)c3cc(C)nc(C)n3)C2)cc1OC (centres undefined)
[30] COc1ccc(-c2nc3cnc(N4CCOCC4)nc3n(C)c2=O)cc1
entry no.	25	26	27	28	29	30
HTT ATP protect	5%	-10%	?	?	12%[10 µM]	-4%
GAA glycogen	1%	5%	-1%	-14%	3%	/
aGlu spleen mod	1%	1%	3%	12%	-2%	-5%
HttQ103 aggreg	-14%	4%	-2%	30%[9.22 µM]	18%[9.22 µM]	/
GAA inh	-8%	-1%	-6%	?	5%	/
IMPase Li cell	18%[38.3 µM]	-8%[38.3 µM]	4%	-11%	7%	0%
GoLoco inh red	62%[activator]	-1%	5%	1%	10%	9%

[31] Cc1ccc(-c2nnn(CC(=O)N(Cc3cccs3)C(C(=O)NC(C)(C)C)c3ccc(C)o3)n2)o1 (centres undefined)
[32] Cc1ccc(NC(=S)NCc2cccnc2)cc1
[33] CCc1nc(N2CCCCC2C(=O)O)c2oc3ccccc3c2n1 (centres undefined)
[34] CCOC(=O)NC(NS(=O)(=O)c1ccccc1)(C(=O)OCC)C(F)(F)F (centres undefined)
[35] C=CCn1c(SCC(N)=O)nnc1-c1cc2c(s1)CCC(CC)C2 (centres undefined)
[36] CCn1c2ccccc2c2cc(/C=N/NC(=O)c3ccncc3)ccc21
entry no.	31	32	33	34	35	36
HTT ATP protect	-23%[10 µM]	3%	8%[10 µM]	/	5%[10 µM]	3%[10 µM]
GAA glycogen	-14%	-7%	1%	-3%	-4%	-1%
aGlu spleen mod	-7%	-6%	1%	-5%	1%	-2%
HttQ103 aggreg	18%	9%	2%[9.22 µM]	-20%	-8%	-22%[9.22 µM]
GAA inh	1%	-10%	/	-5%	4%	7%
IMPase Li cell	10%	5%[38.3 µM]	/	-7%	1%	9%
GoLoco inh red	-10%	-5%	-14%	0%	7%	9%

[37] NC(=O)Cc1ccc2c(c1)[nH]c1ccccc12
[38] Cc1nc2sc(C(c3ccccc3)N3CCN(CCO)CC3)c(O)n2n1 (centres undefined)
[39] COc1ccc(C2N(c3ccc(C)cc3)CCN2c2ccc(C)cc2)cc1O
[40] CCn1c(Nc2ccccc2Cl)nc2ccccc21
[41] CC1CCCC(C)N1C(=O)Nc1cccc(Cl)c1 (centres undefined)
[42] COc1ccc(-c2cn(-c3ccc(C)cc3)c(=O)n2CC(=O)Nc2ccc(OC)c(OC)c2)cc1
entry no.	37	38	39	40	41	42
HTT ATP protect	5%[10 µM]	32%[10 µM]	-20%	/	-18%	-4%
GAA glycogen	7%	6%	-19%	-11%	-2%	1%
aGlu spleen mod	2%	-6%	1%	-10%	-2%	-18%
HttQ103 aggreg	14%[9.22 µM]	4%[9.22 µM]	-15%	-19%	-9%	2%
GAA inh	-4%	/	-12%	0%	-4%	-12%
IMPase Li cell	/	/	-3%	2%	-4%[38.3 µM]	22%[38.3 µM]
GoLoco inh red	21%	4%	2%	1%	7%	-6%

[43] CCCn1c(=O)c(C(=O)Nc2ccccc2C(=O)OCC)c(O)c2ccccc21
[44] N#Cc1c(NC(=O)Cn2nc(C(F)(F)F)c3c2CCCC3)sc2c1CCC2
[45] CCOc1ccc(NCC(=O)N/N=C/C=C/c2ccccc2)cc1
[46] N/C(=N\OC(=O)CCC1CCCC1)c1ccccn1
[47] Cc1cc(C)c(S(=O)(=O)N(CC(=O)O)C2CCCCC2)c(C)c1
[48] CC[N+](CC)(CC(=O)Nc1c(C)cccc1C)Cc1ccccc1
entry no.	43	44	45	46	47	48
HTT ATP protect	-18%[0.074 µM]	2%	0%[10 µM]	-20%[10 µM]	1%[0.074 µM]	?
GAA glycogen	-12%	7%	18%	2%	8%	/
aGlu spleen mod	2%	-6%	-3%	-1%	-7%	0%[29.1 µM]
HttQ103 aggreg	?	-2%	17%	-25%	11%	7%
GAA inh	-6%	5%	8%	5%	3%	/
IMPase Li cell	4%[38.3 µM]	-5%[38.3 µM]	10%	-6%	-12%[38.3 µM]	2%
GoLoco inh red	0%	-22%	9%	3%	-4%	-4%[21.6 µM]

[49] O=C(O)C1=CCCN(CCON=C(c2ccccc2)c2ccccc2)C1
[50] COc1cccc2c(=O)cc(C)n(CC(=O)Nc3ccccc3C)c12
[51] CCC1(C)Cc2nc3[nH]c(=S)n(-c4ccccc4C)c(=O)c3cc2CO1 (centres undefined)
[52] O=C1NC(N2CCOCC2)=N/C1=C/c1ccc2c(c1)OCO2
[53] CCOC(=O)c1ccccc1NC(=O)CSc1nnnn1C1CCCCC1
entry no.	49	50	51	52	53
HTT ATP protect	?	-15%	-10%[10 µM]	-11%	-8%
GAA glycogen	/	9%	2%	-16%	4%
aGlu spleen mod	12%&9%&0%	-1%	3%	/	5%
HttQ103 aggreg	/	-7%	-5%[9.22 µM]	-32%	7%
GAA inh	/	-2%	/	0%	-8%
IMPase Li cell	15%&3%&7%	19%[38.3 µM]	/	12%	/
GoLoco inh red	-14%&3%&5%	-3%	9%	12%	/
